Screens deposited in PubChem by National Center for Advancing Translational Sciences (NCATS).
Tb PFK inh: qHTS Assay to Find Inhibitors of T. brucei phosphofructokinase. ATP-dependent 6-phosphofructokinase (Trypanosoma brucei brucei), O15648. T. brucei PFK, ADP-Glo luminescence. Potency, µM (doses to about 57.5 µM), for the others: at the highest dose activity, negative = inhibition, hits mostly inhibitors. actives 0.17% (n = 330,000);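 note: potency is the fitted concentration of half-maximal effect; 0% = uninhibited 1x PFK enzyme wells and -100% = no-enzyme wells; nearly all actives have a fitted effect of over 60% in size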
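ADP-Glo luminescence quantified ADP after 45 min at room temperature, with 1.25 nM T. brucei PFK, 0.1 mM ATP and 0.5 mM fructose-6-phosphate in pH 8.0 TEA buffer. qHTS titrations up to 57 µM; curves classified by quality.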
CXXC DNA block: qHTS Fluorescence Polarization Assay for Inhibitors of MLL CXXC domain - DNA interaction; MLL-CXXC / FITC-HOXA9 DNA fluorescence polarization; Potency, µM (doses to about 115 µM), without a hit: at the highest dose activity change, negative = inhibition, actives largely listed as inhibitors; actives 0.037% (n = 290,000); AID 2662, 2010; active = well fitted inhibition curve with a large enough effect in the polarisation, with a control signal flat, not every such curve was filed as active; inconclusive = small, poorly fitted or top-dose-only effect, or effect the other way, or a change in a side signal; inactive = no such curve, though single readings can be large or run the other way; the % refers to the polarisation; note: potency is the fitted concentration of half-maximal effect
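Steps: dispense CXXC domain solution (7 uM) → pin compounds or unlabeled HOX-A9 DNA control → 5 min ambient → add FLSN-HOX-A9 solution (50 nM) → spin → 30 min ambient → fluorescence polarization. Tris pH 7.5/NaCl/DTT/BSA buffer.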
A-T KAP1 phos: qHTS Assay for Identifying a Potential Treatment of Ataxia-Telangiectasia; AID 485349, 2010; […] A-T fibroblasts, KAP-1 phosphorylation AlphaLISA; neocarzinostatin DNA damage 30 min before lysis; Potency, µM (titrated, usually from 57.5 µM), for the others: at the top dose activation, actives largely listed as activators; actives 0.19% (n = 320,000); note: potency is the fitted concentration of half-maximal effect; % of control where 0% means no effect; nearly all actives have a fitted effect of over 45% in size
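ATM-like activity read as KAP-1 phosphorylation via AlphaLISA donor/acceptor antibody pairs after lysis and 6 hr at 25C. Cells were ATM-null patient fibroblasts ([…], hTERT), dosed 60 min, then exposed to the DSB inducer NCS for 30 min.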
hERG WT inh: qHTS for Inhibitors of KCHN2 3.1: Wildtype qHTS; Voltage-gated inwardly rectifying potassium channel KCNH2 (Homo sapiens), Q12809; U2OS, BacMam KCNH2, thallium flux FluxOr; active compounds read low; activity change, % at 1.84 µM; actives 0.37% (n = 340,000); AID 720551, 2013;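 active = maximum activity change below -70%; inconclusive = maximum activity change between -70% and -50%; inactive = maximum activity change above -50%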; note: % is set by controls: 0 for no effect and ±100 for the full control effect
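U2OS cells were transduced with wild-type KCNH2 virus (2.03 x 10^8 / mL) for 4 h at room temperature, then cultured overnight at 37 C. Thallium flux was read with FluxOr dye. Rate constants were normalized to DMSO controls.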
Chronic BCR inh: qHTS Assay to Find Inhibitors of Chronic Active B-Cell Receptor Signaling; actives 0.05% (n = 340,000); Potency, µM (top dose mostly 46.1 µM), for inactives: at the top dose ratio change, negative = lower green/red ratio, hits mostly inhibitors; ABC-DLBCL IkBa-CBG/CBR reporter, luminescence ratio, 4 h; active = well fitted inhibition curve with a large enough effect in the signal ratio, with a control signal flat, not every such curve was filed as active; inconclusive = small, poorly fitted or top-dose-only effect, or effect the other way, or a change in a side signal; the % refers to the signal ratio;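 note: potency is the fitted concentration of half-maximal effect; plate controls were basal doxycycline-induced cells for no effect and cells given 10 µM MG132 for full effect; MG132 reads +100%, hits lower the ratio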
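TMD8 human ABC-DLBCL cells with doxycycline-inducible IκBα–green luciferase fusion and unfused red luciferase, in 0.5% FBS medium; compounds up to 46 uM, 4 h at 37C. Green/red luminescence ratio, filter-overlap corrected, fitted to concentration-response curves.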
GALK inhibitor: qHTS Assay for Inhibitors of Human Galactokinase (GALK). P51570. Purified GALK, Kinase-Glo residual ATP luminescence. Potency, µM (top dose mostly 57.5 µM), for inactives: at the highest dose activity change, negative = inhibition, usual class: inhibitors. actives 0.007% (n = 270,000). AID 1868, 2009; note: potency is the fitted concentration of half-maximal effect; % is set by controls: 0 for no effect and ±100 for the full control effect
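Galactose (100 uM) and ATP (35 uM) were turned over by 5 nM GALK for 1 h at RT. Kinase-Glo Plus then converted the remaining ATP into a luminescent signal.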
Giardia killer: Small Molecules that selectively kill Giardia lamblia: qHTS; activity change, % at 7.66 µM, hits read low; actives 0.15% (n = 340,000); Giardia lamblia trophozoite viability; in the data active = activity change below about -80%; inconclusive = between about -30% and that limit;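 note: parasites exposed to compound for two days anaerobically before the ATP read; % is set by controls: 0 for no effect and ±100 for the full control effect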
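Compounds were tested on trophozoites seeded at 100 cells/well and held 48 hrs at 37 deg C anaerobically. An ATP-based luminescent kit measured the remaining live cells.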
TSHR antag: Antagonists of the Thyroid Stimulating Hormone Receptor: HTS campaign; Thyrotropin receptor (Homo sapiens), P16473; TSHR-expressing cells, TSH-stimulated cAMP HTRF, 2 h; active compounds read low; activity change, negative = inhibition, % at 11.5 µM; actives 0.2% (n = 330,000); AID 504810, 2011;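 active = activity change below a set negative limit, meaning inhibition stronger than a set level, cut at about -70% in these data; inconclusive = activity change between two set negative limits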; note: % is set by controls: 0 for no effect and ±100 for the full control effect
Target sequence (P16473 whole entry, looked up): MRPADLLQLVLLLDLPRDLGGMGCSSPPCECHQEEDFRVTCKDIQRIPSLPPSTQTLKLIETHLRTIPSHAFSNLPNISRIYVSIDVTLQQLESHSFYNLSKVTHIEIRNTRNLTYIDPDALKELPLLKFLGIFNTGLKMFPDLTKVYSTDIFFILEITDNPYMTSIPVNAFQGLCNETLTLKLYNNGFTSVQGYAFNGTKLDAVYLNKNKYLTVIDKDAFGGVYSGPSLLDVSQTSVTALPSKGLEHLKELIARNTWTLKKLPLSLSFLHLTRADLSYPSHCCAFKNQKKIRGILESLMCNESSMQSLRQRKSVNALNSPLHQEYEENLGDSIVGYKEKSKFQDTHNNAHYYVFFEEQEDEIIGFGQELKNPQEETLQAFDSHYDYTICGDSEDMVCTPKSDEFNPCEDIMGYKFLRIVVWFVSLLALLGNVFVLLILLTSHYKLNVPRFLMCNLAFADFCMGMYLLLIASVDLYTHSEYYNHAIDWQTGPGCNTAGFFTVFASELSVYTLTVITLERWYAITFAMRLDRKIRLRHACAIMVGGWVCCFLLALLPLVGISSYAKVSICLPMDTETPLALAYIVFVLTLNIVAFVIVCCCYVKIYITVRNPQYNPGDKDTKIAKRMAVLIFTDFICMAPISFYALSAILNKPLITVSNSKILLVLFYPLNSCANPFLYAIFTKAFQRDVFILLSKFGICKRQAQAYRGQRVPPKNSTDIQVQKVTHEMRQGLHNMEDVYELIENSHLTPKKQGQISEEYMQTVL
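Freshly harvested TSHR cells receive pin-tooled compound, then EC80 TSH at 4nM final. After 2 hours at 37 deg C, antibody in lysis buffer and cAMP-d2 are added; 30 minutes at ambient temperature precede the HTRF read.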
FBPA coupling cs: qHTS Assay for Inhibitors of Fructose-1,6-bisphosphate Aldolase from Giardia Lamblia: Coupling assay counterscreen; AID 2472, 2010; actives 0.67% (n = 290,000); coupling enzyme system counterscreen, AmpLite Red fluorescence; activity change, negative = inhibition, % at 58.2 µM, hits read low; in the data active = activity change below about -30%; note: % is set by controls: 0 for no effect and ±100 for the full control effect
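Coupling enzymes only (glyceraldehyde-3-phosphate) + compound, at 57.5 uM final, 10 min RT; add substrate/coupling/AmpLite Red mix, 20 min RT; fluorescence ex 525/em 598 nm. Actives flag coupling-system interference.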
TCR activator: Activators of T cell receptors: qHTS campaign | primary human leukocytes, anti-CD3, IL-2 HTRF, 48 h | AID 504894, 2011 | Potency, µM (top dose mostly 9.22 µM), for inactives: at the top dose activation of IL-2 secretion, actives largely listed as activators | 330,000 tested, under 10 active; note: % of control where 0% means no effect
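Compounds are tested in HTS on primary human leukocytes co-incubated with a-CD3 beads for 48 hr. IL-2 output is measured by time-resolved FRET.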
An asterisk follows results filed as active; ? = inconclusive; / = no result given; & = joins results of further samples; [ ] = another dose, or the depositor's remark. Unless noted, calls come from the whole dose curve; as a rule, active = well fitted curve in the direction sought with a large enough effect; inconclusive = small, poorly fitted or top-dose-only effect, or another doubt; inactive = no such curve, though single readings can be large; an effect the other way counts as inactive or inconclusive.

Sample of the layout, eleven compounds:
SMILES	Tb PFK inh	CXXC DNA block	A-T KAP1 phos	hERG WT inh	Chronic BCR inh	GALK inhibitor	Giardia killer	TSHR antag	FBPA coupling cs	TCR activator
O=C(NC1CCCCCC1)C1CCN(S(=O)(=O)c2c(Cl)cccc2Cl)CC1	2%	/	-3%	4	-1%	/	3	18	/	4%
CC(C)NC(=S)N=Nc1c(O)[nH]c2ccc([N+](=O)[O-])cc12	7%	1%	3%	-16	?	0%	?	-8	-27	0%
O=C(/C=C/c1ccccc1)N1CCN(c2c(Cl)cccc2[N+](=O)[O-])CC1	-3%	-9%	-5%	-4	-2%	1%	-3	-2	1	-1%[46.1 µM]
CCCN1C(=O)CC(Sc2ncccc2C(=O)O)C1=O (configuration not stated)	-3%	5%	-2%	10	1%	4%	0	5	0	9%
COc1ccccc1CNC(=O)C(CC(C)C)NS(=O)(=O)c1ccc2c(c1)oc(=O)n2C (configuration not stated)	0%	3%	-4%	5	10%	1%	-20	-8	-2	6%
COC(=O)[C@@]1(Cc2ccc(F)cc2)[C@H]2c3cc(C(=O)N4CCCC4)n(CCc4ccccn4)c3C[C@H]2CN1C(=O)c1ccccc1	4%	8%	-9%	21	-7%	/	-15	11	0&2	-6%
N=c1n(CC(=O)c2ccc(Br)cc2)c2ccccc2n1Cc1ccccc1	0%	/	22µM*	-2	1%	/	39[activator]	-2	/	-2%
Cc1nn(-c2cc(C)c3ccccc3n2)c2c1C1C(C2)C1(C)C (configuration not stated)	0%	11%	2%	5	-11%	-1%	-19	-10	1	0%[46.1 µM]
COC(=O)C(Cc1ccccc1)NC(=O)CCNC(=O)c1ccc(Br)cc1 (configuration not stated)	-6%	-3%	-6%	-7	0%	-1%	-18	2	4	-5%
CCn1c(SCC(=O)n2nc(C)cc2C)nnc1-c1ccc2c(c1)OCO2	-3%	3%	3%	-4	2%	2%	5	12	6	-2%
O=C(C1CCC1)N(CCc1ccccc1)Cc1nc2ccccc2c(=O)[nH]1	1%	4%	2%	8	?	1%	6	-2	1	-7%

The whole of this part (from the top)
SMILES	Tb PFK inh	CXXC DNA block	A-T KAP1 phos	hERG WT inh	Chronic BCR inh	GALK inhibitor	Giardia killer	TSHR antag	FBPA coupling cs	TCR activator
O=C(NC1CCCCCC1)C1CCN(S(=O)(=O)c2c(Cl)cccc2Cl)CC1	2%	/	-3%	4	-1%	/	3	18	/	4%
CC(C)NC(=S)N=Nc1c(O)[nH]c2ccc([N+](=O)[O-])cc12	7%	1%	3%	-16	?	0%	?	-8	-27	0%
O=C(/C=C/c1ccccc1)N1CCN(c2c(Cl)cccc2[N+](=O)[O-])CC1	-3%	-9%	-5%	-4	-2%	1%	-3	-2	1	-1%[46.1 µM]
CCCN1C(=O)CC(Sc2ncccc2C(=O)O)C1=O (configuration not stated)	-3%	5%	-2%	10	1%	4%	0	5	0	9%
COc1ccccc1CNC(=O)C(CC(C)C)NS(=O)(=O)c1ccc2c(c1)oc(=O)n2C (configuration not stated)	0%	3%	-4%	5	10%	1%	-20	-8	-2	6%
COC(=O)[C@@]1(Cc2ccc(F)cc2)[C@H]2c3cc(C(=O)N4CCCC4)n(CCc4ccccn4)c3C[C@H]2CN1C(=O)c1ccccc1	4%	8%	-9%	21	-7%	/	-15	11	0&2	-6%
N=c1n(CC(=O)c2ccc(Br)cc2)c2ccccc2n1Cc1ccccc1	0%	/	22µM*	-2	1%	/	39[activator]	-2	/	-2%
Cc1nn(-c2cc(C)c3ccccc3n2)c2c1C1C(C2)C1(C)C (configuration not stated)	0%	11%	2%	5	-11%	-1%	-19	-10	1	0%[46.1 µM]
COC(=O)C(Cc1ccccc1)NC(=O)CCNC(=O)c1ccc(Br)cc1 (configuration not stated)	-6%	-3%	-6%	-7	0%	-1%	-18	2	4	-5%
CCn1c(SCC(=O)n2nc(C)cc2C)nnc1-c1ccc2c(c1)OCO2	-3%	3%	3%	-4	2%	2%	5	12	6	-2%
O=C(C1CCC1)N(CCc1ccccc1)Cc1nc2ccccc2c(=O)[nH]1	1%	4%	2%	8	?	1%	6	-2	1	-7%
Cc1sc(NC(=O)CN2CCCC2)nc1-c1ccc2c(c1)CCN2C(=O)c1ccc(F)cc1	0%	5%	-10%	4	-1%	2%	43[activator]	1	0	-3%
COc1ccc(C(C(=O)NC2CCCC2)N(C(=O)c2ccco2)c2cc3c(cc2C(C)=O)OCO3)cc1OC (configuration not stated)	-1%	0%	6%	-10	3%	8%	-3	4	1	-1%
COC(=O)CC1COc2ccccc2N1C(=O)c1ccc(OC)cc1 (configuration not stated)	-2%	7%	-1%	-9	0%	1%	-3	3	0	-4%
C[C@H](CO)N1C[C@H](C)[C@@H](CN(C)S(C)(=O)=O)Oc2c(NC(=O)C3CCCCC3)cccc2C1=O	0%	/	5%	/	1%	/	12	0	/	-4%
Cc1ccc(CCNC(=O)C2CCN(S(=O)(=O)N3CCCCC3)CC2)cc1	-6%	10%	-10%	0	-2%	-1%	-7	4	/	-3%
Cc1ccc(C(=O)NCC(=O)O)cc1S(=O)(=O)N1CCCCC1	0%	7%	-1%	3	2%	5%	-8	-1	3	2%
Cc1ccc(CNC(=O)CC(C)S(=O)(=O)c2cc3c(cc2C)NC(=O)CO3)cc1 (configuration not stated)	-4%	/	1%	7	-4%	/	-21	3	2	-1%
O=C(O)c1ccc(C2Nc3ccccc3C(=O)N2Cc2ccccc2)cc1 (configuration not stated)	-14%	-9%	?	-13	-5%	9%	1	7	3	0%
Cc1ccc(S(=O)(=O)NCC(C)NC(=O)CN2CCOCC2)cc1 (configuration not stated)	-3%	-10%	-4%	-10	2%	2%	1	-8	2	-8%
O=C(c1ccc(Br)s1)N1CCc2ccccc2C1	-3%	-1%	5%	-18	?	4%	4	3	/	-3%
Cc1ccc(S(=O)(=O)N2CCOCC2)cc1C(=O)Nc1ccc(-c2cn3ccsc3n2)cc1	7%	31%[activator]	18%	2	?	1%	-12	-17	1	-2%
